Compound activity deposited in PubChem by Sanford-Burnham Center for Chemical Genomics.
SENP8 block-1 = blocks human SENP8 cleavage of Nedd8 substrate; hit rate 0.64% among 360,000; AID 602440; Q96LD8; recombinant SENP8, Nedd8 substrate fluorescence; inhibition, % at 20 µM; in the data active = inhibition mostly above about 40%, no sharp cut-off; inactive = mostly below about 27%
SENP8 block-2 = blocks the human protease SENP8; Q96LD8; purified SENP8, Z-RLRGG-aminoluciferin cleavage, luminescence; inhibition, % at 10 µM; hit rate 1.2% among 330,000; AID 2540; in the data active = inhibition above about 50%
SENP6 block = SENP6 protease inhibition; Recombinant SENP6 catalytic domain, aminoluciferin luminescence; inhibition, % at 10 µM; hit rate 1.8% among 330,000; AID 2599;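 active = inhibition above about 50% at the single tested dose, limit read from the data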;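 also: plate controls were DMSO wells with enzyme for no effect and DMSO wells lacking enzyme for full effect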
NALP3 yeast inh = inhibitors of NALP3 inflammasome in yeast; inhibition, % at 10 µM; Yeast reconstituted NLRP3/ASC/caspase-1, beta-gal luminescence, 24 h; hit rate 0.39% among 330,000;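 active = inhibition of 50% or more; inactive = inhibition below 50%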;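 also: plate controls were induced DMSO wells for no effect and uninduced yeast grown without galactose for full effect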
SENP1 FRET inh = inhibitors of human SENP1 SUMO protease catalytic domain | Q9P0U3 | hit rate 0.21% among 360,000 | inhibition, % at 10 µM | recombinant SENP1 catalytic domain, CyPet-SUMO1-YPet FRET cleavage;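 active = inhibition at least 30% at 10 µM, raw YFP signal under a set limit, fluorescence ratio 0.5 to 1.5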;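 also: 0% = enzyme with DMSO and 100% = no enzyme wells; some results filed as inactive read as strong as hits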
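System: Recombinant human SENP1 catalytic domain, His6-tagged | Incubation: Enzyme reaction for 50 min at room temperature, dark | Medium: Tris pH 8 with BME, BSA, NP40 and catalase | Also added: 25 nM SUMO1 FRET substrate | Compound: 10 µM single point, 0.5% DMSO | Measured by: FRET fluorescence in CFP and YFP emission channels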
Apaf1 inhib = blocks human Apaf-1 apoptosome activity; O14727; AID 489030; reconstituted apoptosome caspase-3 activity, DEVD-Rh110 fluorescence; inhibition, % at 20 µM; hit rate 0.71% among 330,000; active = inhibition of at least 40% at 20 µM;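 also: plate controls were DMSO wells for no effect and DEVD-CHO caspase inhibitor wells for full effect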
Target sequence (O14727 whole entry, looked up): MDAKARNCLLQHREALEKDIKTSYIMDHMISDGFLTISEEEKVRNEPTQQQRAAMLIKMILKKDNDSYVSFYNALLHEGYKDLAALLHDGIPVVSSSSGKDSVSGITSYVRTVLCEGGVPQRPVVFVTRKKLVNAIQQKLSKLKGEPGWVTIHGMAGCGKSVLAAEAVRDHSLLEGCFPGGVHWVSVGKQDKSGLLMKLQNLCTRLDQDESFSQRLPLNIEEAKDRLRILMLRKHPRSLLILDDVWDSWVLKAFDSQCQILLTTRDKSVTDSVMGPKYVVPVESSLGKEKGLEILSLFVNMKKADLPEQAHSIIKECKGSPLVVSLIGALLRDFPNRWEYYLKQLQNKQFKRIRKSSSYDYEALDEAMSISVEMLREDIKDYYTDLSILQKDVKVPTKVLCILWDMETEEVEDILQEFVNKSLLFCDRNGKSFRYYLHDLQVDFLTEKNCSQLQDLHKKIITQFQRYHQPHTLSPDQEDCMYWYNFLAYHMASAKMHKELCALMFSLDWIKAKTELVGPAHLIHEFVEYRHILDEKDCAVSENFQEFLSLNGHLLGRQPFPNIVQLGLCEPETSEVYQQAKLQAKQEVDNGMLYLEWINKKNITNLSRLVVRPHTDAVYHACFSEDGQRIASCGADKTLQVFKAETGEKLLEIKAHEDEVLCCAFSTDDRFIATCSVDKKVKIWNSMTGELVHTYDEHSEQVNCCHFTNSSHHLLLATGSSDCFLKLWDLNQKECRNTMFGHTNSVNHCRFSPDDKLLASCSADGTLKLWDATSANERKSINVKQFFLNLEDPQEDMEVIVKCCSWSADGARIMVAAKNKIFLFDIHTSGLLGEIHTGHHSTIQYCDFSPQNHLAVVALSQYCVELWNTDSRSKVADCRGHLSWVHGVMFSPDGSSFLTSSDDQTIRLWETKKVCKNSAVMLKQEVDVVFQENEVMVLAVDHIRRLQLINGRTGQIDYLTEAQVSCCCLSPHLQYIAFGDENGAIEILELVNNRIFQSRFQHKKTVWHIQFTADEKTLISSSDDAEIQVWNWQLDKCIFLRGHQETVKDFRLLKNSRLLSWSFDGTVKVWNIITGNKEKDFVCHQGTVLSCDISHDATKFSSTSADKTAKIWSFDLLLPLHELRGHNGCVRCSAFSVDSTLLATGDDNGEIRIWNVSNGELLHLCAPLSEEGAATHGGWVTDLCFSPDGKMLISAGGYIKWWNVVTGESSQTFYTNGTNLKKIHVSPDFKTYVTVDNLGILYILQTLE
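Medium: Hepes buffer, pH 7.5 / System: biochemical Apaf-1 apoptosome reconstitution / Measured by: Rh110 fluorescence, excitation 480 nm, emission 540 nm / Times: compound with Apaf-1, dATP, procaspase-3 30 min, then 50 min reaction, room temperature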
SENP7 inh = SENP7 protease inhibition; inhibition, % at 5 µM; recombinant SENP7, Z-RLRGG-aminoluciferin luminescence, 40 min; hit rate 1.5% among 330,000; Q9BQF6;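 active = inhibition above about 50% at the single test dose, limit read from the data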;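 also: plate controls were DMSO with enzyme for no effect and no enzyme buffer wells for full effect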
PfG6PD inh = PfG6PD (Plasmodium falciparum) enzyme inhibition | PfGluPho enzyme, NADPH resazurin-diaphorase fluorescence | AID 504690 | inhibition, % at 20 µM | hit rate 0.78% among 350,000;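 active = inhibition reaching at least a set limit at 20 µM in the primary screen, cut at about 59% in these data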;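 also: 0% = DMSO wells with substrate and 100% = DMSO wells lacking glucose-6-phosphate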
HKDC1 inh = inhibitors of human hexokinase HKDC1 | Q2TB90 | recombinant HKDC1, G6PDH/diaphorase resazurin coupled fluorescence | inhibition, % at 20 µM | hit rate 0.16% among 340,000;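 active = inhibition above about 35% when tested at 20 µM, limit read from the data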;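 also: plate controls were DMSO wells with enzyme for no effect and DMSO wells lacking enzyme for full effect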
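System: Recombinant HKDC1 hexokinase | Amount: HKDC1 at 5 µg/mL | Reagent: Glucose with 1 mM ATP | Doses: Single 20 µM dose | Incubation: Reaction time 90 min, room temperature, protected from light | Signal: Coupled resazurin fluorescence, excitation 525 nm, emission 613 nm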
The depositor's hits bear a star; i = inactive; · = not tested or not shown.

Order of results – SENP8 block-1, SENP8 block-2, SENP6 block, NALP3 yeast inh, SENP1 FRET inh, Apaf1 inhib, SENP7 inh, PfG6PD inh, HKDC1 inh
#1 CCC1CCCCN1C(=O)COC(=O)c1cc(Br)ccc1Cl (stereo not drawn)
  10, 1, 4, 15, 0, 6, 7, 10, -6
#2 COC(=O)CNC(=O)CSc1nc2c(sc(=S)n2-c2ccccc2)c(=O)[nH]1
  19, 8, 4, 3, 2, 4, 6, -10, 4
#3 O=S(=O)(Nc1cc(F)ccc1F)c1cccc2nsnc12
  16, -7, -4, 8, -3, -9, 4, -5, -1
#4 CCc1c(O)nc(SCC(=O)Nc2nc3ccccc3s2)n(C2CCCCC2)c1=O
  1, -15, -3, 9, -2, -9, 2, -3, 3
#5 COc1ccc(-c2sc3ccc(N4CCOCC4)cc3c2C#CCO)cc1
  i, 7, -7, 15, 7, 22, -1, 22, 8
#6 CCOc1c2ccc(C(=O)NCCc3cccs3)cc2nn1CC
  -495, -29, -24, 5, -1, 2, -14, 3, -3
#7 OC(CN1CCN(c2cccc(Cl)c2)CC1)c1ccc(F)cc1 (stereo not drawn)
  12, -3, -2, 36, 1, 9, 6, 9, -3
#8 COc1ccc(C2C(C#N)=C(N)SC(N)=C2C#N)cc1OC
  -75, -1, 6, 29, -21, 24, 14, 22, 7
#9 COc1ccccc1NC(=O)CCc1nnc2ccc(NCc3ccco3)nn12
  4, -10, 9, -2, -1, 4, 0, -5, -1
#10 O=C(NCCCN1CCCCCC1)c1cc2c(=O)oc3ccccc3c2s1
  -83, -2, -12, 20, -12, 40*, -1, 25, 3
#11 Cc1ccccc1OCc1nnc(SCC(=O)Nc2ccc(N3CCOCC3)cc2)n1C
  21, -13, -15, 9, 1, 21, -7, 3, -3
#12 NS(=O)(=O)c1ccc(NC(=O)Nc2ccc3c(c2)OCO3)cc1
  6, -4, -7, 20, -1, 10, 6, 3, -3
#13 CC1CCCC(NC(=O)c2cccs2)C1C (stereo not drawn)
  7, -10, -19, 16, 4, 12, -12, 3, -3
#14 O=C(OCC(=O)N1CCOCC1)c1ccc(Cl)cc1[N+](=O)[O-]
  11, -9, -25, 28, 3, 0, -7, -2, -2
#15 Cc1cc2cc3c(cc2nc1SCc1ccc(C(=O)O)cc1)OCCO3
  -77, -19, -4, 12, -2, 4, -1, -22, -5
#16 Cc1ccc(SC[C@H](Cc2ccccc2)N2CCN(C)CCC2=O)cc1
  10, 2, -21, 24, -4, 6, -13, 14, -2
#17 CCCCNC(=O)COC(=O)c1c2c(nc3ccccc13)CCC2
  -41, -2, 4, 13, 2, 7, -6, -3, 4
#18 Cc1nn(Cc2c(F)c(F)c(F)c(F)c2F)c(C)c1NC(=O)c1cccc(COc2ccc(Cl)cc2)c1
  6, -15, -6, 9, 1, 5, -11, 5, -8
#19 CCc1ccc(C(C(=O)NCCOC)N(C(=O)Cn2nnc3ccccc32)c2cccnc2)cc1 (stereo not drawn)
  12, -7, -2, 11, -1, 5, -9, -4, -1
#20 O=C(CCNC(=O)c1ccccc1)OCC(=O)c1cccc(Cl)c1
  3, -2, -15, 5, 1, 10, -9, 4, -15
#21 O=Cc1ccc2c(c1)CCN2Cc1ccccc1
  -267, 2, 15, 49, -8, 7, 2, 4, -1
#22 O=C(NCc1cccnc1)C(=O)NCC1OCCCN1S(=O)(=O)c1ccc(Cl)cc1 (stereo not drawn)
  12, -1, 1, -5, -1, -19, 6, -7, -1
#23 CCCCn1nc(C(=O)NC2CCCCCC2)c2ccccc2c1=O
  6, -12, -24, 4, 1, 21, -5, 8, 1
#24 Cc1ccc(/C=C/C(=O)OCC(=O)NCc2ccccc2)o1
  -2, -2, -21, -10, 0, 2, -2, 26, -4
#25 COC(=O)c1cccc(NC(=S)N2CCOCC2)c1
  7, -2, 11, 5, 2, 6, -6, -4, -13
#26 O=C(CNCc1cccc(Cl)c1)N1CCc2ccccc2C1
  17, -5, -1, 21, 2, 5, -1, 6, -5
#27 CCCCc1ccc(N=N/C(C(=O)Nc2ccc(NC(C)=O)cc2OC)=C(/C)O)cc1
  23, -9, -22, 15, 2, 10, -7, 31, -1
#28 O=C(Nc1cccc(S(=O)(=O)NC2=NCCC2)c1)c1ccccc1
  14, 6, 0, 0, -2, -6, 1, -9, -2
#29 c1ccc2c(N3CCCC3)nc(-c3ccncc3)nc2c1
  -149, -13, -40, 41, 1, 14, 0, -7, -19
#30 COCCCN1C(=O)c2ccc(C(=O)OCC(=O)N(CCC#N)c3cc(C)cc(C)c3)cc2C1=O
  14, 4, -4, 16, 0, -9, -3, 11, 3

(list continues)
Order of results – SENP8 block-1, SENP8 block-2, SENP6 block, NALP3 yeast inh, SENP1 FRET inh, Apaf1 inhib, SENP7 inh, PfG6PD inh, HKDC1 inh
#31 C=CCn1c(N)c(C(=O)OCC)sc1=S
  16, -3, 10, -7, -3, 6, -2, 7, -2
#32 COc1ccc(Cl)cc1C(=O)NCCCn1ccnc1
  2, 6, 13, 17, 3, -1, 4, -19, -8
#33 CCN(CC)c1ccc(NC(=O)CC2Oc3ccccc3NC2=O)c(C)c1 (stereo not drawn)
  13, 2, 8, 10, -9, 0, -3, 40, 3
#34 Nc1ncnc(N2CCOCC2)n1
  -1, ·, ·, ·, 0, ·, ·, -5, -5
#35 CCOC(=O)c1sc(NC(=O)COC(=O)C(CCSC)NC(C)=O)nc1C (stereo not drawn)
  -4, -4, 8, -6, -3, 5, 1, -2, -10
#36 CC(=O)Oc1ccc(NC(=O)Cc2ccccc2)cc1
  12, -10, -9, -2, -3, -3, -3, -4, -7
#37 Cc1ccc[n+](-c2[nH]c(=O)sc2/C=N/NC(=O)c2ccccc2[O-])c1
  5, -3, -5, 21, 1, -7, 0, 6, -10
#38 O=C(Nc1nc(-c2ccc(F)c(F)c2)cs1)C1=COCCO1
  -10, -17, -7, 27, 4, 16, -10, 14, -2
#39 O=C(C[C@@H]1C/C=C\CCC(=O)OC[C@H](Cc2ccccc2)NC1=O)N[C@@H](CO)Cc1ccccc1
  5, 3, -5, 19, 1, -2, 4, 1, -6
#40 CCN(/N=C/c1ccc(N(C)C)cc1)c1nc2ccccc2[nH]1
  -266, ·, ·, ·, 0, ·, ·, 26, 6
#41 CCC(CC)C(=O)N1CCCC(c2nc(-c3cccs3)no2)C1 (stereo not drawn)
  12, -5, -12, 13, -1, 1, -10, 8, -2
#42 Cc1[nH]c2ccccc2c1/C=N/NC(=O)CNC(=O)c1ccco1
  21, -18, -10, 6, -1, -12, 7, 14, -3
#43 O=C(Cc1ccc(Cl)cc1Cl)Nc1ccc(OC(F)F)c(Cl)c1
  14, -10, -6, 16, 2, 2, -4, 14, 1
#44 CCc1ccccc1OCC(=O)Nc1ccc(C)c(S(=O)(=O)N2CCCCCC2)c1
  3, 1, -3, 25, -3, 7, 1, 5, 1
#45 Cc1ccc2[nH]c(C(=O)O)c(NC(=O)c3ccccc3[N+](=O)[O-])c2c1
  11, -1, -5, 12, 0, 5, 0, 23, -7
#46 Cc1nnc(SCC(=O)Nc2cc(S(=O)(=O)N3CCOCC3)ccc2C)s1
  6, 0, -14, 1, 4, 4, 2, -14, -5
#47 O=C(CCCc1ccccc1)Nc1nccs1
  8, -5, -33, 7, 2, 1, -3, 0, -8
#48 C=CCNC(=O)c1cc2nc(C3CC3)cc(C(F)F)n2n1
  -25, 7, -14, 4, -2, -3, 0, -14, 14
#49 O=C(COC(=O)c1cnccn1)c1ccc(C2CCCCC2)cc1
  5, -2, 6, 13, 0, 14, 1, -5, -4
#50 Cc1nnc(SCC(=O)N2CCN(S(=O)(=O)c3ccc(Cl)cc3)CC2)n(N)c1=O
  13, -1, -8, 7, -2, -4, -5, -7, 3
#51 CCN(CC)c1ccc(C(=O)OCC(=O)NC(C)(C)C)cc1
  5, 3, -2, 12, -1, 2, 0, -11, -5
#52 CC(C)c1ccccc1OCC(=O)Nc1nnc(C2CC2)s1
  -3, -9, -20, 10, -2, 11, -12, -2, -3
#53 COCCn1c(-c2ccc(OC(F)(F)C(F)C(F)(F)F)cc2)nc2c1c(=O)[nH]c(=O)n2CC(C)C (stereo not drawn)
  -489, 0, 16, 12, -7, 27, 13, 22, 4
#54 Cc1ccc(N(C)C(=O)CCS(=O)(=O)c2cc3c(cc2Cl)NC(=O)CO3)cc1
  1, 2, 8, 20, 2, 7, -5, -26, 3
#55 O=C(NCc1ccc2c(c1)OCO2)c1ccc2c(c1)OCCO2
  17, -5, -4, 30, 1, -4, 12, 6, -2
#56 CN(Cc1ccccc1NS(=O)(=O)c1ccc(Cl)cc1)C1CCCCC1
  8, -1, -11, 9, 1, 1, -16, -6, -6
#57 O=C(COC(=O)C1CC2CCCC(C1)C2=O)NC(=O)c1ccc(OC(F)F)cc1 (stereo not drawn)
  11, -16, -3, 4, 3, 2, -9, -5, -1
#58 COc1ccc(COC(=O)c2cccc(S(=O)(=O)N3CCCC3)c2)cc1F
  7, 4, 10, -15, 0, 11, 11, -7, 0
#59 O=C(CSc1nc(Nc2ccccc2)nc(N2CCOCC2)n1)Nc1ccccc1Cl
  22, -3, -4, 3, -1, 18, 7, 12, 1
#60 COc1ccc(-c2nnc(COc3ccc4ccccc4c3)o2)cc1OC
  0, -12, -12, 22, -9, 16, -8, 8, -4

Rewritten in transposed form: part of the list above.
(46) Cc1nnc(SCC(=O)Nc2cc(S(=O)(=O)N3CCOCC3)ccc2C)s1
(33) CCN(CC)c1ccc(NC(=O)CC2Oc3ccccc3NC2=O)c(C)c1 (stereo not drawn)

Assay by compound	46	33
SENP8 block-1	6	13
SENP8 block-2	0	2
SENP6 block	-14	8
NALP3 yeast inh	1	10
SENP1 FRET inh	4	-9
Apaf1 inhib	4	0
SENP7 inh	2	-3
PfG6PD inh	-14	40
HKDC1 inh	-5	3

Additional compounds follow:
Order of results – SENP8 block-1, SENP8 block-2, SENP6 block, NALP3 yeast inh, SENP1 FRET inh, Apaf1 inhib, SENP7 inh, PfG6PD inh, HKDC1 inh
#61 Cc1ccc(-n2c(=O)c3ccccc3n(CC(=O)C(C)(C)C)c2=O)cc1
  11, 3, -3, 11, 2, -18, 3, -13, 4
#62 CCCc1nc2c(c(=O)c3ccccc3n2C)c(=O)n1-c1cc(C)cc(C)c1
  20, -2, 1, 19, -1, 1, -7, 39, 15
#63 O=C(C1CCN(CC2CCCCC2)CC1)N1CCCC1
  4, -6, -7, 8, 0, 0, 7, -3, -1
#64 O=C(N/N=C/c1ccc(Cl)c([N+](=O)[O-])c1)c1cnccn1
  16, 0, -1, 12, 1, -2, 0, 1, -10
